# All columns: NCI-60 one-dose screen, growth in % after 48 h at 10 µM unless noted; 100 = growth as untreated, 0 = no growth, -100 = all killed.
# MDA-MB-231: MDA-MB-231 breast cancer | AID 1794789 | 81,000 tested, 5% active
# K-562: K-562 leukemia. 78,000 tested, 7.4% active. AID 1794777
# BT-549: BT-549 breast cancer; AID 1794793; 78,000 tested, 4.4% active
# MDA-MB-468: MDA-MB-468 breast cancer; 78,000 tested, 8.5% active
# SR: SR leukemia cells; 73,000 tested, 8.7% active
# HS 578T: HS 578T breast cancer; 78,000 tested, 4.1% active
# T-47D: T-47D breast cancer. 79,000 tested, 5% active. AID 1794792
# MCF7: MCF7 breast cancer; 82,000 tested, 6.3% active
# Active calls of the source: *; x = no result given; & = joins results of further samples; [ ] = remark or other dose. How the source made its calls: active means growth percent below 10; inactive means the rest.
SMILES,MDA-MB-231,K-562,BT-549,MDA-MB-468,SR,HS 578T,T-47D,MCF7
COC1=CC(=O)c2c(O)c3c(c(O)c2C1=O)CC(C)(O)OC3 (configuration not stated),28,13,28,x,14,67,0.8*,-27*
CCN1CCN(C(=S)SC(SC(=S)N2CCN(CC)CC2)C(=O)c2nnn(-c3ccc(Cl)cc3)c2C)CC1,97,67,100,97,67,91,81,53
Cc1c(C2=NOC3C(=O)N(c4ccccc4)C(=O)C23)no[n+]1[O-] (configuration not stated),99,107,105,101,113,98,98,101
NS(=O)(=O)c1ccc(CCn2c(-c3ccc(C(=O)O)cc3)nc(-c3ccccc3)c2-c2ccccc2)cc1,93,97,104,112,100,101,104,94
O=C1CC(c2ccco2)Cc2oc3cc(O)c(O)cc3c21 (configuration not stated),65,54,67,43,45,88,87,35
COc1ccc2ccc3ccc(OC)c(OC(C)=O)c3c2c1,90,97,89,72,69,84,86,90
Cc1ccc(C(=O)C(C)(CCC#N)CCC#N)o1,103,x,124,103,91,94,100,104
CN1CCN(Cc2ccc(NC(=O)c3nc4ccc5[nH]ncc5c4c4c3CCCC4)cc2C(F)(F)F)CC1,-81*,-48*,-79*,-93*,-50*,-35*,-69*,-69*
Cc1cn(-c2cc(NC(=O)c3cncc(C#Cc4cnc(N)c5ncccc45)c3)cc(C(F)(F)F)c2)cn1,47,5.8*,75,67,63,60,84,74
CCN(CC)C(=O)c1cccc2c1OCO2,108,103,103,x,105,110,90,102
N#C/C(=C\c1ccc(Cl)cc1Cl)C(=O)N1c2ccccc2Sc2ccccc21,97,77,105,112,51,112,104,67
CNC(=S)Nc1ccc(S(=O)(=O)Nc2ccc(Cl)nn2)cc1,97,99,115,96,106,99,102,98
N#CC1=C(N)Oc2c(cnn2-c2ccc([N+](=O)[O-])cc2[N+](=O)[O-])C1c1ccccc1Cl (configuration not stated),82,74,104,85,73,92,83,81
CNC(=O)CSc1nc2ccccc2c(=O)n1-c1ccc(S(=O)(=O)Nc2ccc(Cl)nn2)cc1,112,103,103,107,101,115,104,100
CCOC(=O)C1=CNn2c(nc3sc4c(c3c2=O)CCN(C)C4)N(c2ccc(Cl)cc2)C1=N,103,103,102,120,105,112,98,98
C=CCOC(C)OCC=C,103,94,103,98,104,116,93,99
COc1cc(C=O)cc(Br)c1O,110&109,101&98,115,107&112,98,118&118,119&105,107&104
CCCSc1nc(Nc2ccc(/C(C)=N\NC(N)=S)cc2)c(C#N)c(-c2ccc(OC)cc2)n1,7.9*,85,82,93,74,25,87,69
C=C(C)[C@@H]1CC[C@]2(C(=O)Nc3ccccn3)CC[C@]3(C)[C@H](CC[C@@H]4[C@@]5(C)CCC(=O)NC(C)(C)[C@@H]5CC[C@]43C)[C@@H]12,99,73,90,91,53,99,70,85
O=C(CCl)OCCCCCOC(=O)CCl,115,102,101,100,95,105,99,94

# 2 records picked at random from the list so far, as already listed:
SMILES,MDA-MB-231,K-562,BT-549,MDA-MB-468,SR,HS 578T,T-47D,MCF7
CCN(CC)C(=O)c1cccc2c1OCO2,108,103,103,x,105,110,90,102
N#CC1=C(N)Oc2c(cnn2-c2ccc([N+](=O)[O-])cc2[N+](=O)[O-])C1c1ccccc1Cl (configuration not stated),82,74,104,85,73,92,83,81

# (listing goes on)
SMILES,MDA-MB-231,K-562,BT-549,MDA-MB-468,SR,HS 578T,T-47D,MCF7
CN(CC(O)C(O)C(O)C(O)CO)c1oc(-c2ccccc2)nc1C#N (configuration not stated),105,94,92,110,97,106,89,97
CO/N=C1\CC[C@]2(C)[C@H]3CC[C@@H]4[C@@H]([C@@](C)(O)CC/C=C/C(C)C)CC[C@@]4(C)[C@]3(C)CC[C@H]2C1(C)C,67,62,93,51,71,86,51,61
CNC(=O)C(C)C,100,104,101,123,102,97,94,94
c1ccc(Cc2cccnc2)cc1,121,109,92,113,115,106,101,90
COc1ccc(/C=c2/nc3n(-c4ccccc4)c4nc5c(n4n-3c2=O)C(=N)C(=S)N5)cc1,100,105,107,105,116,112,x,104
OC1(C#CC2(O)CCCC2)CCCC1,86,101,108,103,86,108,94,96
O=C(O)c1ccccc1C(=O)Nc1ccc([N+](=O)[O-])cc1,118,104,106,110,96,112,99,93
COc1ccc(N=Nc2c(N)nn3c(-c4cccs4)ccnc23)cc1,68,103,116,28,111,65,34,44
CS(=O)(=O)Nc1ccc(CC(=O)N2CCN(c3ccc(C(F)(F)F)cn3)CC2)cc1,105,74,102,58,x,103,74,85
COc1ccc(-c2c3c(N)nc(-c4cccnc4)nc3nc3c2c(C)nn3-c2ccccc2)cc1,90,95,106,100,95,91,99,77
COc1ccc(/C=C/C(=O)c2ccc(N3CCN(C)CC3)cc2)c(C(F)(F)F)c1,37,2.7*,41,-11*,7.1*,19,40,-54*
COC(=O)c1ccc2c(c1)c1c(C)c3cccnc3c(C)c1n2C,45,48,88,62,14,109,42,12
O=C(CC(CC(=O)c1ccccc1)c1ccccn1)c1ccccc1,93,93,101,102,93,85,97,107
O=C(Nc1ccc(OCc2ccccn2)c(Cl)c1)c1cccnn1,109,112,94,109,129,96,97,97
CCCCCCCC[C@H]1C=CC(=O)N1CCCCCCC(=O)OC,107,98,126,100,94,105,102,93
CC(C)/C(=C/C(=O)O)C(=O)O,110,105,113,97,x,100,105,99
C=Cc1c(C)c2cc3[nH]c(cc4nc(cc5nc(cc1[nH]2)C(C)=C5CCC(=O)O)C(CCC(=O)O)=C4C)c(C)c3C=C,93,51,82,100,91,107,91,109
C1=C(c2ccccc2)n2cnc3ncnc-3c2NN1,71,24,78,32,48,96,48,47
O=S1(=O)N(Cc2ccccc2)[C@H](Cc2ccccc2)[C@H](O)[C@H](O)[C@@H](Cc2ccccc2)N1Cc1ccccc1,103[7.5 µM],89[7.5 µM],104[7.5 µM],73[7.5 µM],79[7.5 µM],108[7.5 µM],82[7.5 µM],x
COc1cc2c(cc1O)CC[C@@H]1C2CC[C@@]2(C)C1CC[C@@H]2O (some centres not stated),27,2.8*,23,x,15,x,31,16
CCOC(=O)c1nn(-c2ccc(C)cc2)c(=O)c2c(N)c(C#N)c(-c3ccc(OC)cc3)cc12,85,118,130,102,127,90,102,95
Cc1nc(=S)[nH][nH]1,98,106,102,117,94,96,85,88
CCN(Cc1cccc(S(=O)(=O)O)c1)c1ccc(C(=C2C=CC(=[N+](CC)Cc3cccc(S(=O)(=O)O)c3)C=C2)c2ccc(O)cc2S(=O)(=O)O)cc1,111,79,102,113,x,115,128,98
c1ccc(-c2cnnc3c4ccccc4nn23)cc1,101,117,106,85,x,105,97,85
COc1ccc(/C=N\NC(=O)c2ccncc2)cc1O,95,96,98,93,96,110,87,96
CC(=O)Nc1c(Cl)c(Cl)c2c(c1Cl)C(=O)c1cc(Cl)ccc1-2,93,x,110,60,x,x,71,68
Nc1ccc(-c2ccc(S(=O)(=O)O)cc2)cc1,113,100,x,108,102,119,100,95
O=C(O)C(=O)NCc1ccccc1,89,107,x,118,89,115,93,93
Cc1ccc(N(C(=O)CCc2c[nH]c3ccccc23)[C@H](C(=O)Nc2cccc([N+](=O)[O-])c2)c2ccc(O)cc2)cc1,84,95,92,96,95,92,90,104
COc1cc(/C=C2\CC/C(=C\c3cc(CN4CCOCC4)c(O)c(OC)c3)C2=O)cc(CN2CCOCC2)c1O,95,85,98,102,91,97,90,86
O=C1NC(C(=O)NCc2ccc(Cl)cc2Cl)C/C1=C/N1CCOCC1 (configuration not stated),106,98,103,109,93,121,101,95
COC(=O)/C=C1/S/C(=N\N=C\c2ccc(OS(=O)(=O)C(F)(F)C(F)(F)C(F)(F)C(F)(F)C(F)(F)C(F)(F)C(F)(F)C(F)(F)F)cc2)N(c2ccccc2)C1=O,85,91,95,94,109,66,97,89
CC(C)(C)c1ccc(S(=O)(=O)Oc2ccc(NC(=O)c3ccc(Cl)cc3)cc2)cc1,102,72,95,73,75,96,75,90
CC(S(=O)(=O)c1ccccc1)S(=O)(=O)c1ccccc1,107,109,110,94,101,110,93,101
CCOC(=O)C(Cc1ccc(O)cc1)NC(C)=O (configuration not stated),96,114,121,98,126,114,105,101
Cc1ccc(S(=O)(=O)Oc2ccccc2Cl)cc1,106,91,x,99,63,121,93,103
CC12CC[C@@H]3[C@]4(C)COC(c5cn[nH]c5-c5ccc(F)cc5)O[C@@H]4CC[C@@]3(C)[C@@H]1CC(C1=CCOC1=O)O2 (some centres not stated),89,89,76,66,79,88,50,x
CSC1C(C#N)C(N)=Nc2c(C#N)cnn21 (configuration not stated),93,102,103,79,105,93,82,85
COc1cc2cc3c(nc2cc1OC)CCN3Cc1ccc(NC(=O)Nc2ccc(Cl)c(Cl)c2)cc1,90,87,93,81,62,86,55,58
Cc1nc2c(cnn2-c2ccccc2)c(=O)n1-c1ccc(NC(=O)c2ccccc2)cc1,x,33,61,29,x,71,28,53
N#Cc1c(-c2ccc(F)cc2)nc(SCc2ccc([N+](=O)[O-])cc2)nc1N1CCN(c2ccccc2)CC1,x,92,111,89,x,96,92,85
Nc1nc(-c2nnc(Nc3ccccc3)s2)cs1,107,106,94,93,104,111,98,99
CCCCCc1ccnc(CC(=O)c2ccc(OC)cc2)c1,98,68,94,66,92,107,82,87
COc1ccc(CN(c2ccc(C)cc2)C2OC(=O)c3ccccc32)cc1 (configuration not stated),109,95,95,93,84,107,94,88
Oc1ccc2ccccc2c1CNc1ccc(Br)cc1,77,26,68,97,72,90,64,80
COc1cc(CNC(=O)C2CCC(=O)N2)cc(OC)c1OC (configuration not stated),107,106,106,113,94,105,114,101
O=C(/C=C/c1ccc(F)cc1)Nc1cccc2cccnc12,100,101,115,-19*,103,112,33,6.9*
O=C(CCCCC(=O)OCC1CCCO1)OCC1CCCO1 (configuration not stated),104,110,99,103,x,100,102,106
CC/C(=C/CO)c1ccccc1,108,110,x,95,115,104,98,100
CCCNc1ccc(C2=NCCCN2)cc1,99,90,90,88,97,103,97,98
Cc1ccc2c(n1)C(=O)C(Cl)=C(Nc1cc(C(F)(F)F)cc(C(F)(F)F)c1)C2=O,87,4.2*,115,32,7.5*,93,-9.2*,-25*
O=[N+]([O-])c1ccc2c(c1)Sc1ccccc1N2CCCCCl,70,92,98,81,78,71,82,110
Cc1ccc(Oc2c(/C=N/NC(=O)Cn3c(=O)sc4ccccc43)c(C)nn2-c2ccccc2)cc1,72,27,x,41,42,63,20,31
COc1cc(/C=N/NC(=O)c2ccc(C)nc2)cc(OC)c1OC,107,52,105,98,103,89,104,103
COc1ccccc1OC(C)=O,109,128,95,90,106,98,94,91
O=C1NC(=S)S/C1=C\N1N=C(c2ccc(F)cc2)CC1c1ccc(F)cc1 (configuration not stated),103,93,95,x,85,85,83,92
O=C1NC(=O)C2(CCc3ccccc32)N1 (configuration not stated),97&106,84&116,98&115,106,96&111,121,94&93,110&93
O=C1C=C(CCc2ccccc2)CCC1,110,99,98,98,112,96,97,104
Cc1ccc(-n2cc(/C=C/C(=O)c3ccc(O)cc3)c(-c3ccc(S(C)(=O)=O)cc3)n2)cc1,68,18,71,94,55,96,73,25
COc1ccc(-c2ccnc3c(C#N)c(SC)nn23)cc1OC,76,101,96,98,100,80,88,98
# Further entries follow.
SMILES,MDA-MB-231,K-562,BT-549,MDA-MB-468,SR,HS 578T,T-47D,MCF7
O=C(c1ccccc1)C(Br)C(Br)C(=O)c1ccccc1 (configuration not stated),114,43,106,111,23,105,88,85
c1ccc2c(c1)C[C@@H](c1c[nH]c3ccccc13)c1[nH]c3ccccc3c1[C@H]2c1c[nH]c2ccccc12,70,53,91,102,58,69,44,50
CC(=O)Nc1ccc2ncc(C#N)c(Nc3ccc(Cl)cc3)c2c1,77,110,94,95,87,108,88,96
CC(=O)O[C@H]1CC[C@@]2(C)[C@@H](CC=C3[C@@H]2CC[C@]2(C)[C@@H]([C@H](C)/C=C/[C@H](C)C(C)C)CC[C@@H]32)C1,105,94,92,92,100,102,91,94
CCOC(=O)c1ccc(Nc2cc(N)nc(N)n2)cc1,100,97,93,101,106,x,104,97
COc1ccc(C/C(C)=C(\c2ccc(OCCN3CCCCCC3)cc2)c2ccc(OC(=O)C3CCCCC3)cc2)cc1,68,9.5*,84,45,3.4*,52,38,29
Clc1ccc(Cc2nc3ccccc3s2)cc1,74,98,87,104,84,100,80,77
C=CCc1ccccc1OCC(=O)O,95,124,113,102,106,112,96,102
CCCc1nc2sc3c(c2c(=O)n1NC(=O)c1ccc(C#N)cc1)CCCC3,99,100,104,100,96,100,89,92
c1ccc(CSc2nc3ncncc3[nH]2)cc1,120,64,99,108,x,89,96,144
S=C=Nc1ccc2ccccc2c1,117,96,96,97,x,104,108,101
COc1cc(NC(=O)CSc2nc3ccc(C)cc3c(=O)n2-c2ccccc2)cc(OC)c1OC,77,87,80,70,42,x,82,91

# In the list so far, 3 contain bromine.
SMILES,MDA-MB-231,K-562,BT-549,MDA-MB-468,SR,HS 578T,T-47D,MCF7
COc1cc(C=O)cc(Br)c1O,110&109,101&98,115,107&112,98,118&118,119&105,107&104
Oc1ccc2ccccc2c1CNc1ccc(Br)cc1,77,26,68,97,72,90,64,80
O=C(c1ccccc1)C(Br)C(Br)C(=O)c1ccccc1 (configuration not stated),114,43,106,111,23,105,88,85

# Some of these compounds in order of count of non-hydrogen atoms, smallest number first:
SMILES,MDA-MB-231,K-562,BT-549,MDA-MB-468,SR,HS 578T,T-47D,MCF7
C=CCc1ccccc1OCC(=O)O,95,124,113,102,106,112,96,102
c1ccc(CSc2nc3ncncc3[nH]2)cc1,120,64,99,108,x,89,96,144
COc1cc(NC(=O)CSc2nc3ccc(C)cc3c(=O)n2-c2ccccc2)cc(OC)c1OC,77,87,80,70,42,x,82,91
c1ccc2c(c1)C[C@@H](c1c[nH]c3ccccc13)c1[nH]c3ccccc3c1[C@H]2c1c[nH]c2ccccc12,70,53,91,102,58,69,44,50

# An unsorted share of the library. About 13% of those tested had a hit in this group.
